High-throughput results deposited in PubChem BioAssay by National Center for Advancing Translational Sciences (NCATS).
Glioma ERSR ind – ER stress response induction in glioma; U87-MG GRP78 promoter luciferase reporter, 16 h; Potency, µM, for inactives: top-dose activation, most hits filed as activators; 420,000 tested, 0.02% active; AID 602332; further: potency means the concentration at half of the fitted maximal effect; series mostly up to about 76 µM; % of control where 0% means no effect; nearly all actives have a fitted effect of over 35% in size
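Stably transfected U87-MG glioma cells carrying a GRP78-based luciferase sensor; 16 h compound incubation. Luminescence end-point read 10 min after Bright-Glo addition at room temperature.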
RXFP1 agonist – activates the human relaxin receptor RXFP1; HEK293T-RXFP1 cAMP TR-FRET, 30 min; response scale: percent of porcine relaxin response, buffer zero; 370,000 tested, 0.3% active; Potency, µM (series often up to 57.5 µM), for the others: top-dose activation, actives largely listed as activators; Q9HBX9; further: potency means the concentration at half of the fitted maximal effect; on the % scale 0 is the no-effect control and ±100 the full control effect; nearly all actives have a fitted effect of over 60% in size; many of its hits are not listed in these tables
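cAMP rise read by TR-FRET after 30 min, 37C compound exposure (up to 58 uM) in RXFP1-transfected HEK293 cells with Ro 20174 present. EC50 from Hill-equation fits, with 29 nM porcine relaxin as 100% and buffer as basal.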
D1 potentiator – enhances dopamine response at the human D1 receptor; P21728; AID 504651; potentiation, % at 10 µM; HEK293 TREx D1 cells, calcium flux, dopamine EC20 potentiation; 360,000 tested, 0.036% active; in the data active means potentiation above about 30%; further: 0% is about no effect
D1 ag – activates the human D1 dopamine receptor | HEK293 T-REx D1 cells, calcium flux, agonist mode | activation, % at 2 µM | 360,000 tested, 1% active; in the data active means activation above about 30%; further: 0% is about no effect
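Agonism was scored from calcium flux recorded over 180 s (1 read/s) after pintool compound addition, following a 10-cycle baseline. Cells were inducible force-coupled HEK293 TREx D1, plated overnight at 30 C and loaded with no-wash calcium dye.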
RXFP1 antag – antagonists of human relaxin receptor RXFP1; Q9HBX9; HEK293-RXFP1, relaxin-stimulated cAMP HTRF, 30 min; active compounds read low; activity change, negative = inhibition, % at 57.5 µM; 350,000 tested, 0.59% active;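 active means activity change of -60% or lower, but not beyond a set lower limit; inconclusive means change between -60% and -40%, or beyond the set limit; inactive means change above -40%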; further: on the % scale 0 is the no-effect control and ±100 the full control effect
D2 PAM – positive allosteric modulators of human D2 dopamine receptor; P14416; HEK293 T-REx D2, calcium flux, EC20 dopamine potentiation; potentiation, % at 10 µM; 340,000 tested, 0.34% active; AID 485347;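 active means potentiation over 3 SD above the plate norm, cut at about 30% in these data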; further: 0% is about no effect
Target sequence (P14416 whole entry, looked up): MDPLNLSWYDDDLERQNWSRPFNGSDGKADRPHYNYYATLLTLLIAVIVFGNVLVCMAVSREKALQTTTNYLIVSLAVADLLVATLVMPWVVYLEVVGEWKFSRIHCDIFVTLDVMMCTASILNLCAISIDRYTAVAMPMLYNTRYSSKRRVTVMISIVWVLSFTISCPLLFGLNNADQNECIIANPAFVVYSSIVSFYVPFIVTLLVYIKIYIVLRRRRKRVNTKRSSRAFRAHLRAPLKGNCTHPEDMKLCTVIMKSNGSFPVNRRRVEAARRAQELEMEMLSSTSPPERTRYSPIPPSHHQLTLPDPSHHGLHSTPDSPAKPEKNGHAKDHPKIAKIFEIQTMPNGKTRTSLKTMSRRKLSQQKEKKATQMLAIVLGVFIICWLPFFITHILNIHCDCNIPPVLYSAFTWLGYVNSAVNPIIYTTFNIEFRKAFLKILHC
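Tetracycline-induced Hek293 Trex D2 cells, force-coupled to calcium, loaded with no-wash calcium dye. Compound added with 180 s kinetic read for agonism, then EC20 dopamine and a further 180 s read for potentiation.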
D1 antag – antagonists of human D1 dopamine receptor. P21728. HEK293 TREx D1 cells, calcium flux, dopamine EC80; active compounds read low. activity change, negative = inhibition, % at 10 µM. 360,000 tested, 3.2% active. AID 504652; in the data active means activity change below about -30%; further: on the % scale 0 is the no-effect control and ±100 the full control effect
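HEK293 T-REx cells expressing inducible, force-coupled D1 receptor; no-wash Ca dye, 30–90 min RT. Cmpd → 180 s read at 1 Hz → EC80 DA → 180 s read.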
Vif-A3F inh – inhibitors of Vif-A3F interaction | Potency, µM (titrated, usually from 46.1 µM), without a hit: top-dose activity, negative = active | HeLa A3F-eYFP + Vif (tagged APOBEC3F with the HIV-1 protein that degrades it), YFP fluorescence increase | 390,000 tested, 0.2% active; further: potency means the concentration at half of the fitted maximal effect; % of control where 0% means no effect; nearly all actives have a fitted effect of over 65% in size
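Fluorescence increase (Ex 488/Em 500-530) after overnight compound treatment at 37 deg C flags inhibition of Vif-driven A3F-eYFP loss in stable HeLa A3F-eYFP/Vif cells seeded overnight beforehand.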
Vif-A3G inh – Vif-A3G binding inhibition; Q9HC16; Potency, µM (top dose mostly 46.1 µM), without a hit: top-dose activity, negative = active, usual class: inhibitors; 410,000 tested, 0.076% active; AID 602310; HeLa A3G-eYFP + Vif (tagged APOBEC3G with the HIV-1 protein that degrades it), YFP fluorescence, overnight;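 further: potency means the concentration at half of the fitted maximal effect; on the % scale 0 is the no-effect control and ±100 the full control effect; nearly all actives have a fitted effect of over 60% in size; hits raise eYFP signal because A3G escapes Vif-driven loss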
Target sequence (Q9HC16 whole entry, looked up): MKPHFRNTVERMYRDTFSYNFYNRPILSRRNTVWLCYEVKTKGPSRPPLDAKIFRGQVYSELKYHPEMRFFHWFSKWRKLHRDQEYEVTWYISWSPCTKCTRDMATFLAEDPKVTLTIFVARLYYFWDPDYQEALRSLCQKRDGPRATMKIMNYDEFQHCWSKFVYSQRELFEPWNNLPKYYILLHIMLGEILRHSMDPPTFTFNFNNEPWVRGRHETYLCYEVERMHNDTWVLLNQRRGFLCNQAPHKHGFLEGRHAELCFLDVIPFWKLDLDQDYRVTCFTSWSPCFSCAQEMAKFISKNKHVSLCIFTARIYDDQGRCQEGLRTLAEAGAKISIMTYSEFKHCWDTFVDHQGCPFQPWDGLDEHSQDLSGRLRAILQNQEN
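Read-out is eYFP fluorescence (Ex 488/Em 500-530) from Vif-expressing HeLa A3G-eYFP cells; more signal means A3G escaped Vif-mediated degradation. Cells plated overnight, compound pinned in, incubated overnight at 37 deg C.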
Numbers without * were called inactive; ? = inconclusive; . = no result given; & = joins results of further samples. Unless noted, the call rests on the fitted dose curve; in most records, active means well fitted curve in the direction sought with a large enough effect; inconclusive means small, poorly fitted or top-dose-only effect, or another doubt; inactive means no such curve, though single readings can be large; an effect the other way counts as inactive or inconclusive. The list is partial; the hit share may differ from the screen's.

SMILES	Glioma ERSR ind	RXFP1 agonist	D1 potentiator	D1 ag	RXFP1 antag	D2 PAM	D1 antag	Vif-A3F inh	Vif-A3G inh
O=[N+]([O-])c1ccc2nc(-c3ccccn3)[nH]c2c1	-5%	18%	-6	6	-2	3	-1	-9%	-3%
Cc1cc2cc(CNS(=O)(=O)N(C)C)ccc2[nH]1	-3%	0.5%	0	1	1	-9	-9	-9%	5%
O=C(OCc1nc2ccc(Cl)cc2n1CCO)c1ccc(O)cc1	-4%	-2.0%	6	0	-6	-2	-2	-1%	-5%
Cc1nc(C(=O)NNC(=O)c2cccc(Cl)c2)c(C(F)(F)F)o1	-3%	2.8%	-4	3	15	-3	5	-14%	-2%
O=C(c1ccccc1)C1OC1C(=O)c1ccccc1 (configuration not stated)	-4%	.	.	.	11	.	.	-8%	?
CC(C)(C)c1ccc(CSc2nnc(-c3ccccn3)n2Cc2ccco2)cc1	?	3.9%	6	21	-14	6	16	?	0%
O=C(Cn1cnc2c(nnn2-c2ccc(F)cc2)c1=O)N1CCCC1	-1%	-1.7%	2	2	-2	5	6	-2%	0%
CCN(CC)c1ccc(NC(=O)CSc2nc(C)cc(=O)[nH]2)cc1	-3%	-2.1%	.	3	.	-5	-1	0%	0%
COCCN(C(=O)CSc1nc2ccc(C)cc2[nH]1)c1c(N)n(Cc2ccccc2)c(=O)[nH]c1=O	-4%	4.2%	-1	-1	-7	-8	-6	-20%	10%
CCc1cccc(CC)c1NC(=O)NC1CCCCC1	-2%	3.1%	-3	1	0	11	-6	4%	-5%
Nc1nc(C(=O)N2CCOCC2)nn1S(=O)(=O)c1ccccc1	-3%	-1.4%	-3	2	-15	-7	-10	-21%	2%
O=C(C1CCCN(S(=O)(=O)c2cnc[nH]2)C1)N1CCN(Cc2ccccc2)CC1 (configuration not stated)	-4%	-0.8%	.	2	.	5	-25	0%	1%
O=C(CN1CCN(Cc2ccccc2)CC1)Nc1cccc(Cl)c1	-4%	5.6%	6	4	-8	-14	-14	1%	-9%
CCOC(=O)Cn1c2ccc(OC)cc2c2nc3ccccc3nc21	-4%	2.1%	-1	0	7	-1	11	?	4%
O=C(Cc1cccs1)Nc1ccc(S(=O)(=O)Nc2ncccn2)cc1	-5%	-0.8%	0	3	-6	-7	7	1%	2%
O=C(N/N=C/c1cccs1)c1cc(-c2ccc(Cl)s2)[nH]n1	-1%	0.1%	-11	10	-22	4	-5	-15%	-4%
CC(NS(=O)(=O)c1cccc(C(=O)N(C)Cc2ccc(N3CCOCC3)cc2)c1)c1ccccc1 (configuration not stated)	-1%	.	.	.	-7	.	.	5%	1%
COc1ccc(-c2noc(CSc3nnc(C)n3-c3ccc(C)c(C)c3)n2)c(OC)c1	-3%	-0.7%	3	-1	-11	-4	-19	1%	0%
CCCCCC(=O)NNC1=NCC(Cc2cccc(Cl)c2)S1 (configuration not stated)	-2%	0.0%	-6	0	-15	-1	-2	-1%	-6%
CN(C)c1ccc(P(=O)(Nc2cccc(C(F)(F)F)c2)N2CCOCC2)c(NC(=O)c2cccs2)c1 (configuration not stated)	-3%	6.3%	-6	2	-5	-4	-10	?	-6%
COc1ccccc1N1CCN(S(=O)(=O)c2c(C)sc3ncn(CC(=O)Nc4ccccc4F)c(=O)c23)CC1	0%	1.1%	0	2	-3	5	-1	0%	-6%
CC(C)CC(=O)NC(=S)Nc1ccc(NC(=O)c2ccco2)cc1	-1%	1.9%	-3	11	5	-3	-36*	5%	0%
CCOc1ccc(C(=O)NCCc2sc3nc(-c4ccc(Cl)cc4)nn3c2C)cc1OCC	2%	2.8%	0	2	14	.	.	-3%	3%
CCC(=O)OCC(=O)c1cc(C)n(-c2ccc(Br)cc2)c1C	0%	0.7%	-2	1	-19	-7	-27	-16%	-10%
Cn1c(=O)oc2cc(S(=O)(=O)CCC(=O)N3CCN(c4ccccc4F)CC3)ccc21	0%&-3%	-0.7%&-2.1%	-2&-2	2&2	-7&-5	-4&-5	1&-4	1%&2%	-5%&2%
COc1ccccc1OCC(=O)Nc1nnc2n1CCS2	-1%	3.2%	-2	0	-1	16	-5	3%	0%
Cc1ccc(C(=O)O/N=C/C2=C(Cl)c3ccccc3CC2)cc1	-3%	-0.2%	1	0	-15	10	5	3%	0%
O=C(COC(=O)c1ccccc1O)NCC1COc2ccccc2O1 (configuration not stated)	0%	1.5%	-7	1	6	-17	-4	6%	0%
CCCCn1nc(C(=O)Nc2ccc3c(c2)OCCO3)c2ccccc2c1=O	-1%	2.4%	-1	4	-1	-7	-14	-11%	-4%
CCc1nnc(NC(=O)CCN(c2ccc(C)cc2)S(=O)(=O)c2ccccc2)s1	1%	0.1%	4	1	23	13	13	5%	-8%
Cc1oc(-c2cc(F)ccc2F)nc1CN(C)Cc1ccc2nccnc2c1	-5%	4.5%	0	2	-18	16	13	6%	0%
COc1ccc(-c2nnnn2C)cc1S(=O)(=O)Nc1ccc(C)cc1C	-3%	3.9%	-1	0	-5	7	16	6%	-2%
CCc1cccc(NC(=O)c2nnn(Cc3ccc(SC)cc3)c2N)c1	-1%	2.0%	-2	14	.	0	25	-13%	3%
COc1cccc2cc(C(=O)NCCc3c(C)[nH]c4ccc(F)cc34)c(=O)oc12	-4%	4.2%	-4	0	.	1	-4	-8%	-4%
CCOc1ccc(N2CC(c3nc4ccccc4n3CCOc3ccc(OC)cc3)CC2=O)cc1 (configuration not stated)	-2%	-2.9%	-1	4	-13	13	-8	3%	-18%
Cc1ccsc1CN(C)CC(=O)Nc1cccc(S(=O)(=O)N(C)c2ccccc2)c1	-4%	0.2%	-5	13	-12	15	-18	11%	6%
CCN(CC)CCNC(=O)c1cn(CC)c2cc(N3CCN(C(=O)c4ccco4)CC3)c(F)cc2c1=O	0%	4.0%	3	1	-1	-1	-1	4%	5%
Cc1ccc(OCC(=O)NS(=O)(=O)c2ccccc2)cc1	-3%	1.2%	5	4	-11	-8	-7	27%	1%
Cc1ccc(OCC(O)CN2CCN(CC(O)COc3ccc(C)cc3Cl)CC2)c(Cl)c1 (configuration not stated)	-5%	-0.4%	-9	10	-4	-24	-25	-4%	0%
COc1cccc(N=Cc2ccc(O)cc2O)c1	-4%	0.0%	-8	1	-13	15	-3	2%	3%
O=S(=O)(Nc1cc(S(=O)(=O)N2CCOCC2)ccc1NCC1CCCO1)c1ccccc1F (configuration not stated)	-4%	2.4%	.	5	-11	-10	-9	1%	-10%
O=C(Nc1ccccc1C(=O)Nc1nnc(C(F)(F)F)s1)c1ccccc1	-5%	0.5%	-5	26	-38	-3	-39*	6%	-9%
O=C(CSc1nc2c([nH]c3ccccc32)c(=O)n1-c1ccc(Cl)cc1)N1CCCC1	-3%	0.9%	-6	3	.	-9	16	5%	0%
O=C(/C=C/c1ccc(Cl)cc1)Nc1ccc(Br)cn1	1%	3.1%	3	1	-6	-4	-4	-7%	-3%
COc1ccc(C)cc1NC(=O)CN1C(=O)C(=O)N(C2CCCC2)C1=O	-4%	0.5%	-1	0	4	17	27	-4%	-2%
Cc1nnc(SCC(=O)NNC(=O)c2ccc(Cl)cc2)n1CC1CCCO1 (configuration not stated)	1%	-0.3%	-1	0	-2	-7	-8	7%	-3%
CCOC(=O)c1nnc(-c2ccccc2)nc1NCc1ccccc1	2%	-0.8%	-2	3	-15	14	11	-1%	-4%
Cc1cccc(N(CC(=O)NCc2ccco2)C(=O)CNS(=O)(=O)c2ccc(F)cc2)c1	-2%	0.9%	1	1	-9	2	-3	4%	-1%
Cc1nnc(Nc2ccccc2F)s1	-3%	-0.9%	1	4	4	-5	-1	-5%	2%
CCN(CC)CCCN(Cc1cc2cc3c(cc2[nH]c1=O)OCO3)C(=S)Nc1ccccc1OC	-1%	-0.8%	-3	1	-2	-2	-6	-3%	4%
(cont.)
SMILES	Glioma ERSR ind	RXFP1 agonist	D1 potentiator	D1 ag	RXFP1 antag	D2 PAM	D1 antag	Vif-A3F inh	Vif-A3G inh
CCc1nc2ccccc2c(C(=O)OCC(=O)N2CC(C)OC(C)C2)c1C (configuration not stated)	-3%	0.7%	-3	7	-12	2	-5	-1%	-1%
CCOC(=O)C1=C(C)Nc2nc(SCC)nn2C1c1ccc(OC)cc1 (configuration not stated)	-2%	-1.4%	3	0	-6	2	5	-6%	-2%
Nn1c(SCC(=O)NC2CCCCC2)nnc1C1CC1	-6%	1.8%	0	6	7	26	-7	3%	0%
O=C(O)CC(=O)Nc1ccccc1C(=O)O	-2%	0.9%	-2	0	-2	-2	-5	-3%	-3%
Cc1ccc(N2C(=O)c3ccc(C(=O)N4CCN(Cc5ccccc5)CC4)cc3C2=O)cc1	-8%	4.3%	-5	58*	-2	1	-48*	0%	1%
CCN1C(=O)c2ccc(C(=O)NCc3ccco3)cc2C1=O	-7%	0.4%	1	1	-15	1	25	10%	1%
Cc1nn(C)c2c1c(-c1ccccc1)cc(=O)n2CC(=O)Nc1ccccc1C(F)(F)F	-3%	0.8%	-5	8	-15	-8	-7	1%	-2%
COc1ccc2c(c1)C1=NN(/C(C)=C\C(C)=O)C(c3ccccc3)C1CC2 (configuration not stated)	10%	-4.4%	-4	1	-19	6	0	-11%	-7%
Clc1cccc(Cl)c1C[n+]1cccc2ccccc21	-1%	.	.	.	10	.	.	-1%	0%
CCOc1ccccc1C(=O)Nc1ccc(-n2nncc2-c2ccccc2)cc1	0%	-0.4%	1	-5	-30	29	29	-1%	3%
O=C(Nc1ccccc1C(F)(F)F)c1cc(S(=O)(=O)N2CCOCC2)ccc1F	0%	1.8%	-4	1	-1	9	7	-4%	1%
CC(C)CC(=O)Nc1ncc([N+](=O)[O-])s1	1%	0.9%	-3	8	-36	-4	-23	13%	-7%
CC(C)COc1cccc(C(=O)NC2(C)CCS(=O)(=O)C2)c1 (configuration not stated)	-3%	-0.2%	-3	2	-2	-5	-20	-4%	2%
CCCCC(=O)Nc1ccc(C(=O)N2CCN(c3ccccc3OC)CC2)cc1	-5%	0.5%	-5	2	0	.	-7	0%	-8%

Some of these compounds in order of their number in Vif-A3G inh, descending.
Structure,Vif-A3G inh
O=C(Nc1ccccc1C(F)(F)F)c1cc(S(=O)(=O)N2CCOCC2)ccc1F,1%
CC(C)CC(=O)Nc1ncc([N+](=O)[O-])s1,-7%
CCCCC(=O)Nc1ccc(C(=O)N2CCN(c3ccccc3OC)CC2)cc1,-8%
